# Bioassay records from PubChem.
# UBC13 inh: blocks human UBC13 polyubiquitin chain formation | P61088 | TR-FRET | inhibition, % at 20 µM | 330,000 tested, 0.47% active | AID 485273; in the data active means inhibition above about 45%, passing the limit was not always enough; inconclusive means no clear call, values can overlap the other calls
# Target sequence (P61088 whole entry, looked up): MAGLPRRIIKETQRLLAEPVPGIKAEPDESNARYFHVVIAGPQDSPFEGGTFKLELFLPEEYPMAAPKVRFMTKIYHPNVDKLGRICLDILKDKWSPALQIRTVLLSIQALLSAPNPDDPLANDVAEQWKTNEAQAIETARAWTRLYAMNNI
# 697 NFkB inh: lowers PMA/ionomycin-induced NF-kB signal in 697 B cells; 697 B-cell NF-kB luciferase reporter, 16 h; inhibition, % at 4 µM; 330,000 tested, 0.33% active; AID 435022; in the data active means inhibition above about 35%
# CCR6 antagonist: CCR6 (human) receptor antagonism | inhibition, % at 20 µM | CHO-K1 CCR6 PathHunter beta-arrestin, luminescence, CCL20-stimulated | AID 493098 | 340,000 tested, 0.49% active | P51684;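 active means compounds whose inhibition of the agonist-driven luminescence signal at 20 µM reaches about 50%, limit read from the data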;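 further: cells stimulated with CCL20 at 14 nM final; plate controls were DMSO with CCL20 for no effect and DMSO without agonist for full effect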
# Gli-Sufu block: blocks Gli-Sufu signaling in a luciferase reporter; Sufu-KO-LIGHT fibroblasts, Gli luciferase reporter luminescence; inhibition, % at 5 µM; 340,000 tested, 0.74% active; AID 588413;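 active means inhibition above about 55%, limit read from the data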;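 further: 0% = DMSO-treated cells and 100% = wells with medium but no cells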
# EBI2 block: EBI2 (human) antagonism | EBI2 beta-arrestin recruitment, luminescence, 7a,25-OHC stimulated | inhibition, % at 5 µM | 360,000 tested, 0.81% active | P32249; in the data active means inhibition above about 38%;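 further: enzyme fragment complementation signal reports receptor beta-arrestin coupling in cells; 0% = agonist plus DMSO wells and 100% = wells without agonist; some results beyond the cut were filed as inactive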
# Target sequence (P32249 whole entry, looked up, the tested form may be a part): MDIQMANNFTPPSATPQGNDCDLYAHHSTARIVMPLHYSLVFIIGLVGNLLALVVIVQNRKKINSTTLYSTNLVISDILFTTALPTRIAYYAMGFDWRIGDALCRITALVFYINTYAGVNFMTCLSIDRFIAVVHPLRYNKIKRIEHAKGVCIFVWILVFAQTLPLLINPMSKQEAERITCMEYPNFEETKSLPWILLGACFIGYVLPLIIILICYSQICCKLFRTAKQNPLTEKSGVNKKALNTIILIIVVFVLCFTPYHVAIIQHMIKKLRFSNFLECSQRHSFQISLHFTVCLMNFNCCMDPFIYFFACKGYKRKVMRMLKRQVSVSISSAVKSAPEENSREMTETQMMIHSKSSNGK
# CXCR6 inh: blocks human CXCR6 beta-arrestin recruitment. O00574. 360,000 tested, 0.36% active. CHO-K1 PathHunter CXCR6 beta-arrestin, luminescence. inhibition, % at 20 µM; in the data active means inhibition above about 34%, passing the limit was not always enough;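 further: antagonist mode with CXCL16 agonist at 10 nM final; 0% = 10 nM CXCL16 with DMSO and 100% = unstimulated wells without agonist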
# Target sequence (O00574 whole entry, looked up): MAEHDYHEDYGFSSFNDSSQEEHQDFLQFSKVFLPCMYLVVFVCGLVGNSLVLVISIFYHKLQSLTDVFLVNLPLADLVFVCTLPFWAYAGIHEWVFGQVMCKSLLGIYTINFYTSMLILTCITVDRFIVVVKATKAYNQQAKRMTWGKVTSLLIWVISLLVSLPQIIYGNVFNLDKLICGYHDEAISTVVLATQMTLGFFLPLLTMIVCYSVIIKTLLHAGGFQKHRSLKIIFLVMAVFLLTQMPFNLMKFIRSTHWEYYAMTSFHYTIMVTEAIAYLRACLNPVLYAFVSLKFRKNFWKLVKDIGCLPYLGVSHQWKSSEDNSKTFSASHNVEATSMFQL
# Jurkat NFkB inh: inhibitors of the PMA/ionomycin-induced NF-kB reporter in Jurkat cells; inhibition, % at 4 µM; 330,000 tested, 0.53% active; AID 435003; PMA/ionomycin-induced NF-kB luciferase reporter, luminescence; in the data active means inhibition above about 50%
# APJ antagonist: blocks the human apelin receptor APJ; AID 2521; P35414; inhibition, % at 20 µM; CHO-K1 APJ beta-arrestin complementation, luminescence; 330,000 tested, 0.32% active;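 active means inhibition above about 40% at 20 µM, limit read from the data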;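 further: cells challenged with 10 nM apelin-13 agonist together with compound; plate controls were apelin-13 plus DMSO wells for no effect and DMSO wells lacking apelin-13 for full effect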
# An asterisk follows results filed as active; ? = inconclusive; · = no result given.
smiles,UBC13 inh,697 NFkB inh,CCR6 antagonist,Gli-Sufu block,EBI2 block,CXCR6 inh,Jurkat NFkB inh,APJ antagonist
CCOC1(c2ccccc2)CC1C(=O)N/N=C/c1cccc([N+](=O)[O-])c1 (stereo unspecified),-5,-8,4,4,8,-1,-16,-5
O=C(c1ccc(Br)c(S(=O)(=O)N2CCCCC2)c1)N1CCCCC1,6,-4,12,9,1,-4,-1,14
O=C(CCCCl)Oc1ccc2cc(-c3ccc4ccccc4n3)c(=O)oc2c1,-8,-61,-48,-40,-2,-20,-35,-40
COc1cc(Br)c(C(=O)c2nccc3cc(OC)c(OC)cc23)cc1OC,-104,39*,-2,2,0,-12,15,-53
N#Cc1cnn(-c2ncnc3sc4c(c23)CCCC4)c1N,-1,-2,-2,-11,-7,2,-18,2
N#CC1(c2ccccc2)CCC(=NO)CC1 (stereo unspecified),2,-8,14,28,-3,4,0,13
Cc1cc(/C=N/NC(=O)c2cccs2)c(C)n1-c1cnccn1,0,-51,15,-79,-3,9,-52,-3
CC1(C(=O)O)CCC(C(=O)NNC(=O)c2ccccc2O)C1(C)C (stereo unspecified),27,-10,9,5,-5,4,-14,1
Cc1ccc(CNCCC2=CCCCC2)cc1,20,-3,5,9,-6,5,-10,-14
COc1ccc(-n2nc3c(c2NC(=O)C2CC(=O)N(c4ccccc4)C2)CS(=O)(=O)C3)cc1 (stereo unspecified),2,11,8,-10,-5,5,11,9
CCc1cccc(NS(=O)(=O)c2c(C)[nH]c(=O)[nH]c2=O)c1,-1,-7,-3,4,4,-2,1,8
O=C1CCCCC1CCc1ccncc1 (stereo unspecified),·,·,6,-4,-6,5,·,·
CCC(C)(C(=O)NC1CCCCC1)N(C(=O)CNC(C)=O)c1c(C)n(C)n(-c2ccccc2)c1=O (stereo unspecified),-10,-25,-8,5,-12,-2,-14,7
COC(=O)c1nn(C)c(=O)[nH]c1=O,·,·,14,17,-4,7,·,·
O=S(=O)(CCNCCc1ccccc1)NCc1ccccc1,·,·,14,-9,-9,-3,·,·
O=C(NCCCc1ccccc1)c1ccncc1,-1,2,-1,-8,-1,2,4,-2
Cc1cc(SCC(=O)OC/C(O)=C(\C#N)c2nc3ccccc3[nH]2)c(C)cc1Br,-16,2,28,8,-7,15,40,-10
Cc1ccc(C(=O)Nc2ccc(N3CCCC3)cc2)cc1,-3,-75,-4,-78,-8,-2,-84,5
COC(=O)c1c(C(=O)c2ccc(Br)cc2)n(C)c2ccccc12,13,12,17,4,6,20,-1,-3
CCn1c(SCC(=O)Nc2ccc(C(C)=O)cc2)nc2c([nH]c3ccccc32)c1=O,2,18,1,6,23,-3,-46,-7
COc1ccc(-c2cc(C(=O)NNC(=O)c3csc(N4CCOCC4)n3)c3ccccc3n2)cc1OC,3,26,-3,9,23,0,19,-9
Cc1sc2ncnc(SCC(=O)NC(=O)NCc3ccco3)c2c1C,1,0,13,10,10,8,17,-15
CN=C1S/C(=C\c2ccc(N3CCCC3)c(F)c2)C(=O)N1C,-3,-54,21,-22,13,5,0,9
Cc1c(OCC(=O)OC(C)(C)C)ccc2c3c(c(=O)oc12)CCC3,-2,-8,-24,-6,8,-2,20,7

# As a working copy, 3 of the compounds above.
smiles,UBC13 inh,697 NFkB inh,CCR6 antagonist,Gli-Sufu block,EBI2 block,CXCR6 inh,Jurkat NFkB inh,APJ antagonist
CCC(C)(C(=O)NC1CCCCC1)N(C(=O)CNC(C)=O)c1c(C)n(C)n(-c2ccccc2)c1=O (stereo unspecified),-10,-25,-8,5,-12,-2,-14,7
COC(=O)c1nn(C)c(=O)[nH]c1=O,·,·,14,17,-4,7,·,·
O=S(=O)(CCNCCc1ccccc1)NCc1ccccc1,·,·,14,-9,-9,-3,·,·

# Next entries follow.
smiles,UBC13 inh,697 NFkB inh,CCR6 antagonist,Gli-Sufu block,EBI2 block,CXCR6 inh,Jurkat NFkB inh,APJ antagonist
CC1(c2ccc3c(c2)OCCCO3)NC(=O)N(CC(=O)Nc2cccc(C#N)c2)C1=O (stereo unspecified),8,4,9,-2,-4,-4,-27,-3
Cc1cc(C)nc(NS(=O)(=O)c2ccc(NC(=O)Nc3ccccc3)cc2)n1,1,13,3,-1,1,-17,-3,20
CCN(CC)c1ccc(C(=S)NC2CCCCC2)cc1,-2,-21,7,-24,8,2,-31,12
O=C(CN1CCN(C(=O)CNC(=O)c2ccc3c(c2)OCO3)CC1)Nc1cccc(F)c1,5,1,6,-9,-2,8,1,17
CN(C(=O)COC(=O)c1ccc(Cl)c(N)c1)c1ccccc1,1,13,1,-4,-1,4,1,0
CC(C)COC(=O)c1ccc(NC(=O)C2C3CCC(C3)C2C(=O)O)cc1 (stereo unspecified),-6,-45,-3,-12,0,1,-62,8
CN(C)S(=O)(=O)c1ccc(C(=O)NCc2ccccn2)cc1,6,14,-2,-5,0,5,6,31
O=C(Nc1ccc(Cl)cc1)NC1CCCCNC1=O (stereo unspecified),3,8,5,-11,-15,-2,-7,-1
CCOC(=O)Cn1cc(/C=N/NC(=O)c2ccc(C#N)cc2F)c2ccccc21,-11,23,-1,8,3,4,14,5
CCN(Cc1ccccc1)c1ccccc1,·,·,18,3,0,-1,·,·
Cc1ccc(-c2noc(C3CCCN(C(=O)c4ccccc4Br)C3)n2)o1 (stereo unspecified),6,-15,14,-33,9,7,-8,0
COc1cc(/C=N/NC(=O)C2CC(=O)N(c3ccc(C)cc3)C2)cc(OC)c1OC (stereo unspecified),2,35,4,-5,8,-5,12,-3
O=C(NNC(=O)C1CC(=O)N(Cc2ccccc2)C1)c1ccc(Br)cc1 (stereo unspecified),0,1,-5,5,-2,-4,2,15
Cc1cc(/C=C2/C(=O)NN(c3ccccc3)C2=O)c(C)n1-c1cccc(O)c1,-27,-92,40,6,2,4,-40,16
Cc1ccc(CCNC(=O)c2ccc(NC3=NC4CS(=O)(=O)CC4S3)cc2)cc1 (stereo unspecified),2,18,-3,-19,-15,-14,-3,12
Cc1ccc(CCC(=O)Nc2ccc(Cl)cc2)o1,-10,8,-4,4,5,3,1,0
Cn1cccc1/C=N\NC(=O)C1COc2ccccc2O1 (stereo unspecified),-4,7,13,0,7,9,10,-2
Cc1cc(Br)c(NC(=O)COn2nnc3ccc(S(C)(=O)=O)cc32)c(Br)c1,-4,10,4,-3,6,1,-1,-15
CO/N=C/C(=N\Nc1cc(OC)cc(OC)c1)C(=O)c1ccccc1,-1,0,12,-2,14,11,-6,4
CCc1nnc(N/N=C/c2cc(C)c(C)cc2C)n1N,-12,14,-1,4,2,-8,2,-5
COc1cc(OC)cc(C(=O)N2CCC(C(=O)NCCc3ccccc3)CC2)c1,-19,-26,14,-6,2,-11,-24,-2
O=C(CN1CCN(Cc2ccc3c(c2)OCO3)CC1)Nc1ccc(N2CCOCC2)cc1,6,-9,9,-7,-6,-2,17,13
CC(=O)c1ccc(S(=O)(=O)NCCCC(=O)NCCc2ccccn2)cc1,6,13,10,-2,-8,-8,9,14
O=[N+]([O-])c1ccc(Oc2ccc(-c3nnco3)cc2)c(Cl)c1,-10,14,-2,-16,0,-5,1,10
CN(C(=O)CCN1C(=O)c2ccccc2C1=O)C1CCCCC1,-5,-4,4,2,-5,-3,-2,17
CCOCc1nnc(NC(=O)c2cccc(OC)c2)s1,-3,-23,-5,-15,0,4,-13,5
COc1ccc(-n2nc3c(c2NC(=O)c2ccc(N4C(=O)CCC4=O)cc2)CSC3)cc1,-12,-15,4,-14,1,-2,13,7
Cc1nnc(SCC(=O)Nc2ccccc2)c2ccccc12,9,7,8,-15,-8,-8,-7,15
O=C(NCc1ccccc1)C(Cc1ccccc1)N1C(=O)C2C3CCC(C3)C2C1=O (stereo unspecified),-4,0,-3,-9,2,-1,1,-5
Cc1nc(-n2nnc(CO)c2CO)nc2c1CCC2,-7,3,-1,-6,2,0,4,14
CC(C)(C)N(NC(=O)OCc1ccccc1)C(=O)c1ccccc1Cl,6,-4,6,5,2,-2,7,26
CS(=O)(=O)c1ccccc1C(=O)N(CCc1ccccc1)Cc1ccccc1,-9,-40,10,7,6,3,-18,-30
CCOc1ccccc1OCC(=O)NC1CCCCC1,-12,-28,-1,-2,3,4,-7,-2
COc1ccccc1N1CC(C)C(=O)NC1=S (stereo unspecified),-6,1,7,1,-1,0,-1,14
Cc1ccc(C)c(S(=O)(=O)NC(C)C(=O)NCc2ccccn2)c1 (stereo unspecified),-3,11,0,-9,9,1,3,-46
CN(CC(=O)Nc1ccccc1C(=O)NC1CC1)Cc1ccco1,-2,-11,-1,-9,-7,-10,-8,10
CCOC(=O)C1CN(S(=O)(=O)c2ccc(OC)cc2)c2cc(Cl)ccc2O1 (stereo unspecified),3,9,17,21,-2,5,8,18
C=CCn1c2ccccc2n2nc(C)c(=O)nc12,11,14,9,5,2,2,-12,2
O=C(NNc1cc(Cl)cc(Cl)c1)c1cccs1,6,24,4,8,6,-9,10,4
CCN(CC)C(=O)c1[nH]cnc1C(=O)N[C@@H](CC(C)C)C(=O)OCc1ccccc1,-8,-25,4,12,7,1,-7,5
CCOc1ccc(OCC(=O)Nc2ccc(N3CCCCC3)cc2)cc1,-1,13,-7,4,22,1,8,-13
CC(=O)CSc1nnc(-c2cnccn2)n1-c1ccccc1,·,·,-10,21,-3,1,·,·
COc1ccccc1N(O)C1CC(=O)N(c2ccc(Br)cc2)C1=O (stereo unspecified),0,14,17,8,-16,5,1,-1
N#CCCCSc1nnc(-c2ccc(Cl)cc2)n1-c1ccccc1,8,-1,9,9,0,6,0,6
Cc1ccc(CNC(=O)c2ccc(N3CCC4(CC3)CC(c3ccccc3)=NO4)c([N+](=O)[O-])c2)cc1,-35,3,15,9,-2,7,26,13
Clc1nnc(N/N=C/c2ccccc2)c2ccccc12,-8,-83,0,-49,-12,-1,-109,-7
Cc1ccccc1CSCC(=O)NCCSc1ccccn1,6,1,10,-6,0,3,-14,2
CC(C)COc1ccc(S(=O)(=O)n2cc(F)c(=O)[nH]c2=O)cc1,3,5,6,4,-6,-5,8,-8
C=C(C)CC1N(c2cccc(OC)c2)C(=O)[C@@H]2C(C(=O)O)[C@H]3C=C[C@@]12O3 (stereo partly specified),6,6,-3,5,-5,-5,-8,2
CC(=O)NC1C(Oc2ccccc2C)OC(CO)C(O)C1O (stereo unspecified),12,8,8,3,-5,-7,2,-7
CN(C)C(=O)c1ccc(NC(=O)COC(=O)C2=COCCO2)cc1,1,-5,5,-7,0,-2,7,8
CN(CC(=O)Nc1cc(S(=O)(=O)N2CCCCCC2)ccc1Cl)Cc1ccc2c(c1)OCO2,1,-5,23,7,18,10,9,-2
Cc1ccc(N2CC(C(=O)N3CCCCCC3)CC2=O)cc1 (stereo unspecified),0,5,3,1,2,-5,2,6
Cc1nc(Nc2ccccc2)sc1C(=O)c1ccc(F)cc1,3,-72,14,-14,27,-18,-53,-23
CN(CC(=O)Nc1cccc(F)c1)C(=O)CCc1nc2ccccc2c(=O)[nH]1,3,4,9,2,-2,9,-5,27
O=C(CN(CCc1ccccc1)C(=O)c1csnn1)NC1CCCC1,4,14,11,6,-5,6,8,6
Cc1ccc(NC(=S)NCc2ccc3c(c2)OCO3)cc1C,8,10,17,0,-16,8,9,2
Cn1c(C=O)c(C#Cc2ccccc2)c2ccccc21,?,-10,3,-11,-2,10,-5,16
Cc1ccc(N(O)C(=O)OCCNC(=O)Nc2ccccc2)cc1,1,19,-8,-8,6,-11,-1,-12
Cc1ccc(F)cc1NC(=O)c1cnccn1,-11,8,4,-6,4,1,2,9
COc1ccc(F)c(CN2CCC(N3CCC(C(=O)N4CCOCC4)CC3)CC2)c1,-15,-12,-1,-3,-18,7,-9,-2
